# Bioassay records deposited in PubChem by several laboratories.
# KCNK9 inh – blocks the human KCNK9 two-pore domain potassium channel; Q9NPC2; B-score at 10 µM; HEK293 KCNK9, FluxOR thallium flux fluorescence; active compounds read low; 310,000 compounds, 1.2% hits; AID 488922;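 active means ratio B-score over 3 SD below the library mean, with starting fluorescence within 5 SD of its mean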;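 further: negative B-score means less thallium flux so channel inhibition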
# hERG protect – hERG (human) protection from proarrhythmic block; activation (rescue from dofetilide block), less the hit threshold, % at 10 µM; Q12809; 310,000 compounds, 0.51% hits; CHO-hERG, FluxOR thallium flux, dofetilide IC70 present;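 active means activation above the mean of controls blocked by dofetilide plus 5 SD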;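 further: thallium influx through hERG after potassium depolarization seen as dye fluorescence rise; in these data hits start at about 4.7%; inactives centre near -7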
# Target sequence (Q12809 whole entry, looked up): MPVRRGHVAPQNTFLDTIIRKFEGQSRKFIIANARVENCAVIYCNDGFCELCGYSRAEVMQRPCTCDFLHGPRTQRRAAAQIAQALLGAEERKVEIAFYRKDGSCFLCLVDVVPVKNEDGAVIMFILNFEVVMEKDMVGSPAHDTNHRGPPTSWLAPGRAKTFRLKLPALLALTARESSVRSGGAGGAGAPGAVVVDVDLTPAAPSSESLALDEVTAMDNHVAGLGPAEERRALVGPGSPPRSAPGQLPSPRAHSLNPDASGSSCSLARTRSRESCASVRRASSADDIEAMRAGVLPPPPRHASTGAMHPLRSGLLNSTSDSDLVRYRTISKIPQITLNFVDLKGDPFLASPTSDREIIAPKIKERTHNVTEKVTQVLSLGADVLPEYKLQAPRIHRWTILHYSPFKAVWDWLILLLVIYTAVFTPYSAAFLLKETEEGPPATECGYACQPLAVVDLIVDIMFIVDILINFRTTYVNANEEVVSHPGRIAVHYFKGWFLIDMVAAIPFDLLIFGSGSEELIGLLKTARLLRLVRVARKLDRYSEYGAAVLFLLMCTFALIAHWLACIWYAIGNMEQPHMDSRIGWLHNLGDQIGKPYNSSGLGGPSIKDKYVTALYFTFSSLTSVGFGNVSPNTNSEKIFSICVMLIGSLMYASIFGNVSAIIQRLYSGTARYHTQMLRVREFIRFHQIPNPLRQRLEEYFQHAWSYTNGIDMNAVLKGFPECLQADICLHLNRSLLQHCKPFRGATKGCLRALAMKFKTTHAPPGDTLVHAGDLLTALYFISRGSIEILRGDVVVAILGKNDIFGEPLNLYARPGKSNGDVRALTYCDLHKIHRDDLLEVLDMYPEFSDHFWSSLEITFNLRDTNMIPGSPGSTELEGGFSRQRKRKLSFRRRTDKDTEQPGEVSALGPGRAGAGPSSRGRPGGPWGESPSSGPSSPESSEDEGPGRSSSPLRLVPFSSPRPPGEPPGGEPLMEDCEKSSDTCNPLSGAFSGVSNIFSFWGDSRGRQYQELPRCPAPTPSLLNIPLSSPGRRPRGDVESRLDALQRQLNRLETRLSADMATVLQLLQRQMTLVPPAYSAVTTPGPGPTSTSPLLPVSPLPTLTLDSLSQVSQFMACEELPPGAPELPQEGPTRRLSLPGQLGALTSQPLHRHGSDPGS
# KCNQ1 block – human KCNQ1 channel inhibition; P51787; CHO-K1 KCNQ1, FluxOR thallium flux fluorescence; active compounds read high; B-score at 10 µM; 310,000 compounds, 1.3% hits;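 active means compounds whose thallium flux B-score, printed positive for inhibition, exceeds three library SD while starting fluorescence stays within three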;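 further: channel opened by potassium depolarization with thallium stimulus after 20 min compound exposure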
# TRPC4 agonist – TRPC4 (mouse) channel activation | Q9QUQ5 | HEK293 TRPC4beta/mu-opioid, Fluo4 calcium fluorescence; active compounds read high | B-score at 10 µM | 310,000 compounds, 0.49% hits;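 active means B-score above 5 SD of library B-scores, and initial fluorescence ratio not above library mean plus 5 SD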;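 further: positive B-score marks a calcium rise read as TRPC4 activation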
#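 System – HEK293 cells stably co-expressing mouse TRPC4beta and mu-opioid receptor · Signal – Fluo4 calcium-sensitive dye fluorescence, kinetic, 1 Hz baseline · Benchmarks – buffer (low) and maximal DAMGO (high) · Read-out – B score of integrated fluorescence ratio per well · Incubation – dye loading 45 min room temperature, 110 s kinetic read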
# PolyA inh – inhibitors of polyadenylation in S. cerevisiae | 300,000 compounds, 0.02% hits | calls only at 12 µM | S. cerevisiae SKY197-pL101 polyadenylation reporter, beta-gal luminescence; efflux-impaired pdr1/pdr3 knockout yeast; score 100 = 6 SD above DMSO | AID 1875;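 active means lowest replicate activity score at least 50, where 100 means six control SD above control mean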;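 further: yeast exposed to compound for 9 h at 30 °C; higher score means more reporter readthrough which indicates perturbed polyadenylation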
# TRPC4 inh – inhibitors of mouse TRPC4 channel | Q9QUQ5 | HEK293 TRPC4beta/mu-opioid, DAMGO-evoked Fluo4 calcium flux; active compounds read low | B-score at 10 µM | 300,000 compounds, 0.39% hits | AID 2247;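 active means B-score over 3 SD under the library average, no early fluorescence shift, positive overall ratio signal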
#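 Signal: kinetic Fluo4 fluorescence imaging of calcium influx. Material: stable TRPC4beta/mu-opioid receptor HEK293 cells. Probe or stimulus: DAMGO in two steps, submaximal then maximal.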
# Platelet DG rel – platelet dense granule release activity | human platelet-rich plasma, SFLLRN dense granule ATP release, luminescence | inhibition, %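 (compounds screened at 7.5 µM in platelet-rich plasma)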 | 300,000 compounds, 0.22% hits;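 active means mean replicate score, as percent of positive control, at or above 50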
# TRPC4 PAM – allosteric potentiators of mouse TRPC4 channel | B-score at 10 µM | 310,000 compounds, 0.42% hits | HEK293 TRPC4beta/mu-opioid, DAMGO EC20, Fluo-4 Ca2+ flux; active compounds read high;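 active means B-score of calcium response area above 5 SD of library B-scores, with initial fluorescence ratio within 5 SD of library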;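 further: B-score of integrated fluorescence ratio over time as area under calcium response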
# KCNK3 inh – human KCNK3 channel inhibition, primary screen | O14649 | B-score at 10 µM | 340,000 compounds, 0.84% hits | AID 602410 | CHO-KCNK3 thallium flux, FluxOR fluorescence; active compounds read low;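 active means B-score under library mean minus 4 SD, starting fluorescence ratio at most library mean plus 5 SD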;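 further: more negative B-score means stronger inhibition of thallium flux through KCNK3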
# KCNQ1 pot – potentiates or activates the human KCNQ1 potassium channel; CHO-K1 KCNQ1, thallium flux FluxOR fluorescence; active compounds read high; B-score at 10 µM; 310,000 compounds, 0.35% hits;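 active means fluorescence ratio B-score, a plate-corrected score, at least three library SD, with initial intensity B-score within 5 SD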
#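 Assay system: CHO-K1 cells stably expressing KCNQ1; Medium: assay buffer with matched DMSO; Also added: K+/Tl+ depolarizing stimulus; Dosing: single dose; Timing: dye 90 min, compound 20 min, room temperature; Measured by: kinetic FluxOR thallium fluorescence, 10-s 1-Hz baseline, 110-s post-stimulus read; Read-out: peak-minus-minimum fluorescence over initial fluorescence, negative-control normalized, B-scored.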
# Dyrk1A ADPGlo – inhibitors of rat Dyrk1A kinase. Q63470. ADP-Glo luminescence, NFATc1 peptide. inhibition, % at 12.5 µM. 310,000 compounds, 0.43% hits; in the data active means inhibition above about 50%;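 further: plate controls were vehicle with enzyme for no effect and no enzyme for full effect; many of its hits are not listed in these tables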
# * marks the source's active call; other numbers are inactive results; i = inactive; · = no result given. The list is partial (hit frequency here may not be typical).
SMILES,KCNK9 inh,hERG protect,KCNQ1 block,TRPC4 agonist,PolyA inh,TRPC4 inh,Platelet DG rel,TRPC4 PAM,KCNK3 inh,KCNQ1 pot,Dyrk1A ADPGlo
CCOC(=O)c1cnc2ccccc2c1NCc1ccco1,i,-15,i,i,i,-6*,-14,i,i,i,·
CC(=O)[C@@]1(O)C(C)CC2C3C=C(C)C4=Cc5c(cnn5-c5ccccc5)C[C@]4(C)C3C(O)C[C@@]21C (some centres not stated),i,-14,7*,i,i,i,-2,i,i,i,0
O=C1CC(c2ccc(F)cc2)Sc2ccccc2N1 (configuration not stated),i,-6,i,i,i,i,-3,i,i,i,3
Cc1ccc(Cl)cc1N1CCN(S(=O)(=O)N2CCCCC2)CC1,i,-6,i,i,i,i,2,i,i,i,-4
COc1ccc(C)cc1NC(=O)c1ccc(CN2CCc3ccccc3C2)cc1,i,-7,i,i,i,i,-1,i,i,i,2
COc1ccccc1NC(=O)/C(=N/OCc1ccc(C#N)cc1)C(C)=O,i,-13,i,i,i,i,6,i,i,i,-2
Cc1cccc(N2CCN(C(=O)C3(S(=O)(=O)c4ccc(Cl)cc4)CC3)CC2)c1C,i,-11,i,i,i,i,0,19*,i,i,-3
COC(=O)c1ccc(-c2ccc(OC)c([C@H]3[C@H]4C=CC[C@@H](C)[C@@H]4C(=O)N3Cc3ccccc3)c2)cc1,i,-1,i,i,i,i,0,i,i,i,-6
CCCc1cc(=O)oc2c(C)c(OCC(=O)NCCCn3ccnc3)ccc12,i,-11,i,i,i,i,-1,i,i,i,-2
CCN1CCN(C(c2cc(OC)ccc2OC)c2nnnn2Cc2ccccc2)CC1 (configuration not stated),i,1,i,i,i,i,-12,i,i,i,1
O=S(=O)(c1cccc2cccnc12)N1CCc2ccccc21,i,-2,i,i,i,i,2,i,i,i,-8
O=C(NCCOC(=O)c1ccc(C(=O)OCCNC(=O)c2ccccc2)o1)c1ccccc1,i,-4,i,i,i,i,2,i,i,i,6
CCN(c1ccccc1)S(=O)(=O)c1nnc(NC(=O)c2ccccc2OC)s1,i,-7,i,i,i,i,-4,i,i,i,6
CC(=O)Nc1ccc(/C=N/Nc2nncc3ccccc23)cc1,i,-5,i,i,i,i,12,i,i,i,6
CCN(CC)c1ccc(/C=C2\CCC(/C=N/NC(=O)c3ccc(=O)n(C)c3)=C2N2CCOCC2)cc1,i,-11,i,i,i,i,-4,i,i,i,·
N#C/C(=C\c1ccc(O)c(O)c1)C(=O)NCCCc1ccccc1,i,-6,i,i,i,i,3,i,i,i,31
CCCOc1ccc(C(=O)NCC2OCCc3ccccc32)cc1OC (configuration not stated),i,-1,i,i,i,i,-3,i,i,i,-1
CSc1nsc(SC)c1C(N)=O,i,-6,i,i,i,i,·,i,i,i,·
CC(OC(=O)c1ccccc1NCCO)C(=O)NC1CCCCC1C (configuration not stated),i,-10,i,i,i,i,7,i,i,i,·
COc1ccc(/C(O)=C2/C(=O)C(=O)N(Cc3cccnc3)C2c2ccncc2)cc1F (configuration not stated),i,-7,i,i,i,i,6,i,i,i,-1
CN(C)c1nc(N(C)C)n(C(=O)c2ccc(F)cc2)n1,i,-9,i,i,i,i,2,i,i,i,-4
O=C1CSc2ccc(S(=O)(=O)CCC(=O)NC3CCCCC3)cc2N1,i,-3,i,i,i,i,19,i,i,i,2
Cc1ccc(S(=O)(=O)N(C)C)cc1NC(=O)c1cncc(Br)c1,i,-10,i,i,i,i,5,i,i,i,5
COCCNC(=O)c1cc(Sc2nnc(C)s2)nc2ccccc12,i,-13,i,i,i,i,0,i,·,i,·
Cn1c(NCc2cccs2)nc2ccccc21,i,-2,i,i,i,i,7,i,i,i,10
CCc1cc2ccc(C)cc2nc1SCC(=O)Nc1c[nH]c(=O)[nH]c1=O,i,-14,i,i,i,i,-4,i,i,i,-3
O=C(c1ccccc1)N(Cc1ccccc1)Cc1ccccc1,i,-8,i,i,i,i,12,i,i,i,3
COc1cccc(Nc2nc3ccccc3n2C(C)C)c1,i,-3,i,i,i,i,8,i,i,i,-10
CC1CCCN(c2ccc(/C=C(\C#N)c3nn(-c4ccccc4)c(N)c3C#N)cc2[N+](=O)[O-])C1 (configuration not stated),i,-2,i,i,i,i,·,i,i,i,-6
O=C(COc1cc2oc(=O)cc(-c3ccccc3)c2cc1Cl)NCc1ccccn1,i,-7,i,i,i,i,3,i,i,i,·
Cc1ccc(-c2ccc(/C=N/n3cnnc3)o2)cc1,i,-8,i,i,i,i,2,i,i,i,·
O=C(COC(=O)C1(c2ccc(Cl)cc2)CCCC1)N1CCc2ccccc21,i,-12,i,i,i,i,-13,i,i,i,-10
Cc1c(NC(=O)/C(C#N)=C\c2cccs2)c(=O)n(-c2ccccc2)n1C,i,-3,i,i,i,i,-8,i,i,i,2
O=C1c2ccccc2NC(c2cccc([N+](=O)[O-])c2)N1CCc1ccccc1 (configuration not stated),-6.6*,-9,i,i,i,i,1,i,i,i,1
Cc1ccc(C(=O)OCC(=O)c2c(N)n(C)c(=O)n(C)c2=O)cc1S(=O)(=O)N1CCCCC1,i,-5,i,i,i,i,1,i,i,i,-2
O=C(CSc1nc(NS(=O)(=O)c2ccccc2)cc(=O)[nH]1)Nc1ccc(F)cc1,i,1,i,i,i,i,6,i,i,i,-1
CN(Cc1nc2ccccc2[nH]1)C(=O)C1CCC(=O)N(C2CCCC2)C1 (configuration not stated),i,-11,i,i,i,i,15,i,i,i,-3
O=C(Cn1cnc2cc([N+](=O)[O-])ccc2c1=O)NCc1ccc(Cl)cc1,i,-10,i,i,i,i,4,i,i,i,3
C#CCOCCOCCOCCNc1nc(N2CCN(C(=O)[C@H](CCC(=O)O)n3cc(C(N)Cc4ccc(O)cc4)nn3)CC2)nc(N2CCN(C(=O)[C@H](CCCCN)n3cc(C(N)[C@H](C)CC)nn3)CC2)n1 (some centres not stated),i,-4,i,i,i,i,-1,i,·,i,·
COc1ccc(-c2noc(CN(C(=O)c3ccoc3C)C(C)C)n2)cc1,i,-7,i,i,i,i,14,i,i,i,·

# 4 neighbouring compounds already listed, quoted:
SMILES,KCNK9 inh,hERG protect,KCNQ1 block,TRPC4 agonist,PolyA inh,TRPC4 inh,Platelet DG rel,TRPC4 PAM,KCNK3 inh,KCNQ1 pot,Dyrk1A ADPGlo
CN(Cc1nc2ccccc2[nH]1)C(=O)C1CCC(=O)N(C2CCCC2)C1 (configuration not stated),i,-11,i,i,i,i,15,i,i,i,-3
O=C(Cn1cnc2cc([N+](=O)[O-])ccc2c1=O)NCc1ccc(Cl)cc1,i,-10,i,i,i,i,4,i,i,i,3
C#CCOCCOCCOCCNc1nc(N2CCN(C(=O)[C@H](CCC(=O)O)n3cc(C(N)Cc4ccc(O)cc4)nn3)CC2)nc(N2CCN(C(=O)[C@H](CCCCN)n3cc(C(N)[C@H](C)CC)nn3)CC2)n1 (some centres not stated),i,-4,i,i,i,i,-1,i,·,i,·
COc1ccc(-c2noc(CN(C(=O)c3ccoc3C)C(C)C)n2)cc1,i,-7,i,i,i,i,14,i,i,i,·

# New compounds follow
SMILES,KCNK9 inh,hERG protect,KCNQ1 block,TRPC4 agonist,PolyA inh,TRPC4 inh,Platelet DG rel,TRPC4 PAM,KCNK3 inh,KCNQ1 pot,Dyrk1A ADPGlo
O=C(O)CSc1nnc(NC(=O)CN2CCOCC2)s1,i,-3,i,i,i,i,-2,i,i,i,-3
CNC(=O)c1cc2c(ccc3ccccc32)oc1=N,i,-17,i,i,i,i,-3,i,·,i,·
CCCNc1nc(C)cc(-c2cc(C(=O)NC3CCCC3)on2)n1,i,-3,i,i,i,i,7,i,i,i,10
Cc1ccc(S(=O)(=O)NC2CCCC(C(=O)O)C2)cc1 (configuration not stated),i,-3,i,i,i,i,16,i,i,i,-8
CCN(CC)c1ccc(/C=N/Nc2cccc(C)c2)c(O)c1,i,-7,i,i,i,i,-2,i,i,i,0
C=CCOc1ccc(CNCc2cccnc2)cc1OCC,i,-1,i,i,i,i,-1,i,i,i,-1
Cc1ccccc1-c1nc(CS(=O)(=O)CC(=O)Nc2cc(F)ccc2F)c(C)o1,i,-12,i,i,i,i,0,i,i,i,0
O=C(CNc1ccccc1)N/N=C/c1ccc2c(c1)OCCO2,i,-6,i,i,i,i,3,i,i,i,10
COCCn1c(SCC(=O)NCc2ccco2)nnc1-c1c[nH]c2ccccc12,i,-11,i,i,i,i,3,i,i,i,2
Cc1c(Cl)cccc1NC(=O)c1cc(C2CC2)on1,i,-5,i,i,i,i,0,i,i,i,-2
COc1ccc(C(=O)Nc2ccc(Cl)c(S(=O)(=O)Nc3ccccc3OC)c2)cc1,i,-6,i,i,i,i,-5,i,i,i,-2
Cc1ccc(NCCC(=O)c2cccs2)cc1Cl,i,-12,i,i,i,i,4,i,i,i,-1
COc1ccc2c(c1)nc(SCC(C)O)n2C (configuration not stated),i,-6,i,i,i,i,21,i,i,i,7
CCOc1ccccc1N1CCN(CC(O)COCc2cccs2)CC1 (configuration not stated),i,-4,i,i,i,i,12,i,i,i,1
COc1ccc2c(C)cc3nnnn3c2c1,i,-4,i,i,i,i,-1,i,i,i,10
CCOc1ccccc1NC(=O)C1CCCN(S(=O)(=O)c2ccccc2)C1 (configuration not stated),i,-7,i,i,i,i,0,i,i,i,2
COc1cccc(OC)c1OCCNCC1CSc2ccccc2O1 (configuration not stated),i,-7,i,i,i,i,-4,i,i,i,0
O=C(COC(=O)/C=C/c1ccc2c(c1)OCO2)Nc1ccc(S(=O)(=O)N2CCCC2)cc1,i,-2,i,i,i,i,-3,i,i,i,-2
O/N=C1\CCCc2ccc(Cl)cc21,i,-6,i,i,i,i,0,i,i,i,·
NC(=O)CSc1nnc2ccc(-c3ccc(Cl)cc3)nn12,i,-8,i,i,i,i,1,i,i,i,-3
CCCCN(CCCC)c1nc(OC)nc(-n2nnc(C(C)=O)c2C)n1,-6.6*,-16,i,i,i,i,-10,i,i,i,2
CC(=O)c1ccc(N=Cc2c(O)n(-c3cc(Cl)ccc3N3CCOCC3)c(=O)c3ccccc23)cc1,i,-14,i,i,i,i,-2,i,i,i,0
Cc1cc([N+](=O)[O-])nn1CC(=O)N(C)C1CCCCC1,i,-3,i,i,i,i,-9,i,i,i,0
CN(C)C(CNC(=O)c1coc2ccccc2c1=O)c1ccccc1 (configuration not stated),i,3,i,i,i,i,-9,12*,i,i,9
CCCN(CC(=O)Nc1cccc(S(N)(=O)=O)c1)CC(=O)Nc1ccc(F)c(F)c1F,i,-14,i,i,i,i,-2,i,i,i,0
